Source: PubChem (several laboratories)
T cell modulator = T cell immune modulation candidate | 2C CD8+ T cell-vesicle binding, flow cytometry; hits give low values | calls only at 7 µM | 330,000 tested, 0.068% active | AID 2052;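 active means response, share of CD8 T cells binding vesicles, and their 90th percentile fluorescence all below set limits, cut at about 80% in these data, passing the limit was not always enough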
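Material: murine 2C transgenic CD8+ T lymphocytes / Also added: QL9-peptide-loaded Drosophila micro-vesicles bearing Ld, ICAM-1 and B7-1 / Schedule: binding step 1.5 h, 37 °C, antibody labelling 20 min, ice / Signal: flow cytometry, PE anti-B7-1 (FL2) versus Alexa647 anti-CD8 (FL8), PFA-fixed / Evaluation: percent CD8+ FL2 mean versus row control / Benchmarks: naked versus QL9-loaded vesicles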
TNAP activation fold = stimulation of alkaline phosphatase TNAP activity – biochemical, luminescent, no phosphate acceptor, uHTS, primary screen (AID 1001); purified TNAP, luminescent activation assay, no phosphate acceptor; higher activation fold means a stronger effect; one-dose activation fold at 20 µM; EC50 in µM for titrated hits; 200,000 tested, 0.03% active; in the data active means activation fold from about 3, or a potency from the dose series; inactive means the rest, 99 in 100 with activation fold below about 1.6; further: many of its hits are not listed in these tables
NTR1 agonist = agonists of NTR1, primary screen, imaging, U2OS cells, beta-arrestin-GFP, high content (AID 493036) | P30989 | NTR1-U2OS beta-arrestin-GFP spot imaging, agonist mode | activation, % at 20 µM | 330,000 tested, 0.17% active;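 active means activation at or above 40% of the spot to cytoplasm intensity ratio, with at least 20 cells analyzed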;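 further: 0% = DMSO without peptide and 100% = 100 nM NTR1 peptide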
Target sequence (P30989 whole entry, looked up): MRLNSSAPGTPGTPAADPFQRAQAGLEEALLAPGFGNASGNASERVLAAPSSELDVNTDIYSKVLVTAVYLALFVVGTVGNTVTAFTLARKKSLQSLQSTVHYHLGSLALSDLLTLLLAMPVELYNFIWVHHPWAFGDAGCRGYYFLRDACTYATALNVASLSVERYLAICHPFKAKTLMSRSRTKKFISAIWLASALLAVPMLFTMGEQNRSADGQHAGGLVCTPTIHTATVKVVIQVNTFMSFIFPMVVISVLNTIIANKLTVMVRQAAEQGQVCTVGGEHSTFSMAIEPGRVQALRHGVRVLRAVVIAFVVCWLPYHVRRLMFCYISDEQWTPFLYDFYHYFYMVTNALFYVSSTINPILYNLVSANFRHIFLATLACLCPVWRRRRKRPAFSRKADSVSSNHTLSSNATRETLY
Myeloid diff 2 = myeloid differentiation induction; ER-HoxA9 myeloid progenitors, lysozyme-GFP differentiation, flow cytometry; calls only at 10 µM; 360,000 tested, 1% active;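 active means normalized GFP-positive differentiation at or above the plate's own cutoff, the solvent-only control mean plus 3 SD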;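 further: cells exposed to compound for four days before flow analysis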
RSV antiviral HEp-2 = inhibition of RSV-induced cytopathic effect – HEp-2 cells, primary 10 µM value included (AID 2391) | 310,000 tested, 0.13% active | CPE inhibition, % at 10 µM; hits with a dose series show IC50 in µM | HEp-2 cells, RSV-induced CPE inhibition; higher % means a stronger effect; in the data active means a potency from the dose series; further: strong numbers were not always called active
Salmonella PhoP GFP = PhoP-dependent GFP reporter repression – Salmonella Typhimurium, primary screen (AID 1863); S. Typhimurium PhoP-regulated promoter GFP reporter, 4 h; higher % means a stronger effect; inhibition, % at 50 µM, or IC50 in µM where a hit was titrated; 300,000 tested, 0.16% active;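 active means inhibition over 29.93%, a cutoff 3 SD above the screen mean, later confirmed by dose response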;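 further: 0% = low Mg2+ inducing control and 100% = high Mg2+ repressing control; strong numbers were not always called active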
MgcRacGAP inhibition = MgcRacGAP GTPase-activating activity inhibitors, confirmation, biochemical, ADP Hunter fluorescence; AID 624330; MgcRacGAP-stimulated Rac1 GTP hydrolysis, ADP Hunter fluorescence; higher % means a stronger effect; GST-tagged Rac1 F28L mutant substrate; inhibition, % at 30 µM, or IC50 in µM where a hit was titrated; 340,000 tested, 0.6% active;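 active means first-screen hits whose inhibition reached a set limit at any dose in the follow-up dose series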;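 further: fluorescence reports GDP produced by GAP-driven GTP hydrolysis; strong numbers were not always called active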
Large T inhibition = TAg ATPase/helicase activity blockers – biochemical (AID 1903); SV40 large T antigen ATPase/helicase inhibition assay; higher % means a stronger effect; 310,000 tested, 0.39% active; inhibition, % at 20 µM, or IC50 in µM where a hit was titrated; in the data active means a potency from the dose series; further: strong numbers were not always called active
K1F lysis inhibition = protection from phage-mediated lysis, alamar blue read-out – E. coli UTI89, K1F phage, bacterial capsule biogenesis inhibitors (AID 488966) | E. coli UTI89 K1F phage lysis, alamar blue, 2 h; higher % means a stronger effect | inhibition, % at 100 µM, or IC50 in µM where a hit was titrated | 340,000 tested, 0.02% active;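 active means phage lysis inhibition, versus mean bacterial control, above a set limit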;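 further: capsule biogenesis inhibitors block K1F phage lysis so surviving cells raise fluorescence; higher fluorescence means more inhibition of phage lysis; actives were called in the ten point dose series up to 300 µM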
T cell modulator vesicle-bound % = further read-out of T cell modulator, marked with its call; double positive events, %; measured here: CD8+ vesicle-bound cell fraction;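 binding gate set so that unloaded-vesicle control wells show 10% double positive cells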
NTR1 agonist cell count 20 µM = recorded beside NTR1 agonist, whose call it bears; cell count; measured here: cell count, cytotoxicity flag
Myeloid diff 2 GFP+ MAC1+ % = further read-out of Myeloid diff 2, marked with its call; GFP+ MAC1+ double positive, %; measured here: differentiation confirmed by MAC1 staining
The depositor's hits bear a star; i = inactive; nt = no result given; [ ] = another dose, or the depositor's remark.

A first look:
1) Cc1cccc(C)c1NC(=S)N(CCCN1CCN(C)CC1)Cc1cccs1
2) O=C(/C=C/c1ccccc1)N/C(=C/c1ccccc1)C(=O)NCCCO
3) C/C(=N\NC(=O)Cc1ccccc1)c1cccs1
4) CCOc1ccc(N(C)Cc2cc(=O)oc3ccc(OC)cc23)cc1
5) CN1CCN(C(=O)C23CCC(C)(C(=O)C2Br)C3(C)C)CC1 (stereo not given)
6) Cc1cc(NC(=O)CSCC(=O)N(C)Cc2ccc(Cl)cc2Cl)no1
7) COc1ccc(C2CC(c3ccccc3O)=NN2C(=O)c2ccccc2)cc1OC (stereo not given)
8) Cc1cc(OCC(=O)Nc2ccc(S(=O)(=O)N3CCN(C)CC3)cc2)cc(C)c1Cl
9) Cc1ccc2c(c1)N(CC(=O)c1cccc(Cl)c1)C(=O)C(C)O2 (stereo not given)
entry no.	1	2	3	4	5	6	7	8	9
T cell modulator	i	i	i	i	i	i	i	i	i
T cell modulator vesicle-bound %	14.9	50.2	32.3	51.2	52.9	52.3	40.0	32.2	44.8
TNAP activation fold	1.1	1	1	nt	nt	nt	nt	1.1	1
NTR1 agonist	0.0	0.1	0.1	0.8	-0.1	-0.6	4.1	5.0	2.0
NTR1 agonist cell count 20 µM	45	65	52	61	39	52	58	45	73
Myeloid diff 2	i	i	i	i	i	i	i	i	i
Myeloid diff 2 GFP+ MAC1+ %	0.4	0.0	8.1	0.7	0.5	0.8	1.1	0.5	0.6
RSV antiviral HEp-2	-1.9%	0.9%	1.3%	4.8%	nt	1.6%	16.8%	3.4%	-0.8%
Salmonella PhoP GFP	5.8%	2.0%	5.0%	7.1%	-2.4%	-3.6%	-4.5%	-1.9%	-0.9%
MgcRacGAP inhibition	8.6%	6.5%	-2.1%	22.6%	-1.8%	0.5%	8.9%	4.0%	6.9%
Large T inhibition	6.0%	13.9%	8.2%	3.9%	17.9%	10.7%	1.7%	-1.3%	0.3%
K1F lysis inhibition	0.4%	1.7%[50 µM]	3.0%	-0.2%	0.1%	0.6%[50 µM]	0.1%	0.8%	-1.3%

The list itself, from the start:
1) Cc1cccc(C)c1NC(=S)N(CCCN1CCN(C)CC1)Cc1cccs1
2) O=C(/C=C/c1ccccc1)N/C(=C/c1ccccc1)C(=O)NCCCO
3) C/C(=N\NC(=O)Cc1ccccc1)c1cccs1
4) CCOc1ccc(N(C)Cc2cc(=O)oc3ccc(OC)cc23)cc1
5) CN1CCN(C(=O)C23CCC(C)(C(=O)C2Br)C3(C)C)CC1 (stereo not given)
6) Cc1cc(NC(=O)CSCC(=O)N(C)Cc2ccc(Cl)cc2Cl)no1
7) COc1ccc(C2CC(c3ccccc3O)=NN2C(=O)c2ccccc2)cc1OC (stereo not given)
8) Cc1cc(OCC(=O)Nc2ccc(S(=O)(=O)N3CCN(C)CC3)cc2)cc(C)c1Cl
9) Cc1ccc2c(c1)N(CC(=O)c1cccc(Cl)c1)C(=O)C(C)O2 (stereo not given)
10) CCc1nc(SCC(=O)Nc2cc(C)on2)c2c(C)c(C)sc2n1
entry no.	1	2	3	4	5	6	7	8	9	10
T cell modulator	i	i	i	i	i	i	i	i	i	i
T cell modulator vesicle-bound %	14.9	50.2	32.3	51.2	52.9	52.3	40.0	32.2	44.8	15.4
TNAP activation fold	1.1	1	1	nt	nt	nt	nt	1.1	1	1
NTR1 agonist	0.0	0.1	0.1	0.8	-0.1	-0.6	4.1	5.0	2.0	0.1
NTR1 agonist cell count 20 µM	45	65	52	61	39	52	58	45	73	41
Myeloid diff 2	i	i	i	i	i	i	i	i	i	i
Myeloid diff 2 GFP+ MAC1+ %	0.4	0.0	8.1	0.7	0.5	0.8	1.1	0.5	0.6	0.9
RSV antiviral HEp-2	-1.9%	0.9%	1.3%	4.8%	nt	1.6%	16.8%	3.4%	-0.8%	0.4%
Salmonella PhoP GFP	5.8%	2.0%	5.0%	7.1%	-2.4%	-3.6%	-4.5%	-1.9%	-0.9%	0.2%
MgcRacGAP inhibition	8.6%	6.5%	-2.1%	22.6%	-1.8%	0.5%	8.9%	4.0%	6.9%	12.9%
Large T inhibition	6.0%	13.9%	8.2%	3.9%	17.9%	10.7%	1.7%	-1.3%	0.3%	8.9%
K1F lysis inhibition	0.4%	1.7%[50 µM]	3.0%	-0.2%	0.1%	0.6%[50 µM]	0.1%	0.8%	-1.3%	0.0%

11) CCN(CC)S(=O)(=O)c1cccc(NC(=O)CCSc2ccc(Cl)cc2)c1
12) CCc1c(C)sc(NC(=O)c2cc(-c3ccco3)on2)c1C#N
13) Cc1ccc(Nc2cc(C)nc(N3CCOCC3)n2)c(C)c1
14) CCC1(C)Cc2ccccc2-c2nc(NCCO)[nH]c(=O)c21 (stereo not given)
15) CCCNc1[nH]c(=O)n(C)c(=O)c1N=O
16) O=C(c1ccco1)N1CCN(Cc2nnnn2CC2CCCO2)CC1 (stereo not given)
entry no.	11	12	13	14	15	16
T cell modulator	i	i	i	i	i	i
T cell modulator vesicle-bound %	43.1	41.9	32.4	50.0	21.0	34.5
TNAP activation fold	1.4	1.2	1.1	1	1.1	1
NTR1 agonist	nt	4.0	-2.4	4.5	-4.2	0.4
NTR1 agonist cell count 20 µM	nt	96	4	42	100	85
Myeloid diff 2	i	i	i	i	i	i
Myeloid diff 2 GFP+ MAC1+ %	0.2	1.0	1.0	1.4	2.3	0.2
RSV antiviral HEp-2	3.5%	12.1%	5.7%	11.4%	2.4%	1.3%
Salmonella PhoP GFP	-3.4%	-21.7%	-3.4%	0.8%	11.2%	nt
MgcRacGAP inhibition	-5.5%	3.8%	8.9%	-4.7%	-0.2%	5.9%
Large T inhibition	3.8%	12.6%	6.9%	9.2%	1.6%	nt
K1F lysis inhibition	-1.6%	6.6%	2.4%	-0.6%	-1.9%	0.2%

Hits appear at their usual frequency. About 2.3% of those tested had a hit in this group.
